MEP2-GFP yeast – modulators of TOR pathway MEP2-GFP in S. cerevisiae. S. cerevisiae MEP2-GFP strain, flow cytometry GFP, 3 h; 100% = DMSO control level. GFP response vs DMSO, % at 10 µM. actives 0.51% (n = 330,000);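 active = GFP response versus DMSO above a set limit, roughly screen mean plus 3 SD, cut at about 180% in these data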;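 note: median GFP fluorescence of the barcode-gated MEP2-GFP cells per well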
proCasp7 act – counter-screen for procaspase-3 activators: activators of human procaspase-7. P55210. recombinant procaspase-7, Ac-DEVD-pNA absorbance 405 nm; D23A/D198A/D206A triple mutant, cannot self-cleave; scale: DMSO 0, 5 µM enzyme 100. activation, % at 8.5 µM. actives 0.093% (n = 330,000). AID 463210;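 active = percent activation above the screen-wide mean plus 3 SD, cut at about 25% in these data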
Target sequence (P55210 whole entry D23A/D198A/D206A): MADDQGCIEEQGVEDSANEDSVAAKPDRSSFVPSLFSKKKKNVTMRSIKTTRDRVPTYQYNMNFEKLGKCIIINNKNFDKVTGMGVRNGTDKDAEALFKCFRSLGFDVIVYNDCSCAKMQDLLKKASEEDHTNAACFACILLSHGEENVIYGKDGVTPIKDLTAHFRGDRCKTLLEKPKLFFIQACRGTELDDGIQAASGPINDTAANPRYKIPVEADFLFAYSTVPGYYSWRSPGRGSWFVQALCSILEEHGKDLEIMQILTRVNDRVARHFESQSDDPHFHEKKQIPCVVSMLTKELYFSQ
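Assay system: Uncleavable procaspase-7 mutant enzyme | Input: 2 µM procaspase-7 mutant as dispensed | Timing: 1 h compound preincubation, 2 h substrate cleavage, 25 °C | Repeats: One well per compound | Control set: DMSO wells as 0%, DMSO with 5 µM added PC-7 as 100% | Technique: Epi-absorbance of released pNA at 405 nm, two timepoints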
LAP4 TOR yeast – modulators of TOR pathway LAP4-GFP in S. cerevisiae; GFP response vs DMSO, % at 10 µM; actives 0.34% (n = 320,000); S. cerevisiae LAP4-GFP multiplex, flow cytometry GFP, 3 h; median GFP as percent of DMSO wells; AID 2023;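 active = GFP response vs DMSO above a set limit, about the screen mean plus 3 SD, cut at about 150% in these data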
AGP1 TOR yeast – modulators of TOR pathway AGP1-GFP in S. cerevisiae | S. cerevisiae AGP1-GFP multiplex flow cytometry, 3 h; GFP as percent of DMSO wells | GFP response vs DMSO, % at 10 µM | actives 0.02% (n = 320,000) | AID 2066;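 active = GFP response relative to DMSO above a set limit, near screen average plus 3 SD, cut at about 150% in these data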;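 note: median GFP channel fluorescence of the gated AGP1 strain per well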
procasp3 activ – activators of human procaspase-3; P42574; recombinant procaspase-3 D3A, Ac-DEVD-pNA absorbance 405 nm; activation, % at 8.5 µM; actives 0.11% (n = 330,000); AID 463141;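 active = activation above the mean of all tested compounds plus 3 SD, cut at about 21% in these data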;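 note: 0% = DMSO alone and 100% = DMSO wells spiked with extra 5 µM PC-3 D3A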
Target sequence (P42574 whole entry D9A/D28A/D175A): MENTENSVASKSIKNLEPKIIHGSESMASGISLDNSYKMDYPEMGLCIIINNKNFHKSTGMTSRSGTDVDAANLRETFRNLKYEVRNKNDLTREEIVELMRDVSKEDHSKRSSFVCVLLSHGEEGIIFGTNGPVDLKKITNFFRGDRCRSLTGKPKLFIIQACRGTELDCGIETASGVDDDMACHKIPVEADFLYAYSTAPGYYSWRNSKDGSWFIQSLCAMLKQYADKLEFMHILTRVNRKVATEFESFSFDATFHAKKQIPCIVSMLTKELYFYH
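Assay system – Procaspase-3 D3A mutant · Benchmarks – DMSO low control, extra-enzyme high control · Technique – 405 nm absorbance of p-nitroaniline, reads at 0 and 120 min · Doses – 8.5 µM nominal · Measure – % activation between DMSO and enzyme-spiked controls · Also added – Ac-DEVD-pNA chromogenic peptide substrate · Schedule – 1 h compound preincubation, 2 h substrate hydrolysis at 25 °C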
AHR activator – activators of human aryl hydrocarbon receptor; AHR-responsive luciferase reporter cells, luminescence; P35869; actives 2.5% (n = 320,000); activation, % at 5 µM; in the data active = activation above about 47%;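 note: 0% = vehicle wells and 100% = reference agonist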
CIT2-GFP yeast – alters CIT2-GFP fluorescence in TOR pathway yeast screen | AID 2029 | actives 0.065% (n = 320,000) | S. cerevisiae CIT2-GFP strain, flow cytometry, 3 h; 100 means same as DMSO wells | GFP response vs DMSO, % at 10 µM;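 active = GFP response relative to DMSO above a set limit, near the screen mean plus 3 SD, cut at about 150% in these data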;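 note: ratio of well median GFP fluorescence to mean of DMSO wells on the plate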
RPL19A-GFP yeast – alters RPL19A-GFP fluorescence in TOR pathway yeast screen; percent response vs DMSO, % at 10 µM; S. cerevisiae RPL19A-GFP strain, flow cytometry, 3 h; stronger effect = lower value; actives 0.3% (n = 330,000);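 active = percent response vs DMSO below 50%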;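 note: median channel GFP fluorescence of the barcoded RPL19A-GFP strain; ratio of sample median GFP to plate DMSO average so 100% = DMSO; lower means less RPL19A-GFP as with rapamycin TOR inhibition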
An asterisk follows results filed as active; nt = not tested or not shown.

1: CCC(C)Nc1nc2c(c(=O)n(C)c(=O)n2C)n1C (configuration not stated)
2: CC(SC(=S)N(C)Cc1cccs1)C(=O)O (configuration not stated)
3: COC(=O)COc1ccc(S(=O)(=O)NCc2ccco2)cc1Cl
4: COc1ccc(-c2csc(NC3OC(=O)c4ccccc43)n2)cc1 (configuration not stated)
5: CCOc1ccccc1CNc1nc2ccccc2n1C
6: O=S(=O)(c1ccc(Cl)cc1)N1CCCC1c1nc(-c2cccc(Cl)c2)no1 (configuration not stated)
7: O=C(Nc1sc2c(c1-c1nc3ccccc3[nH]1)CCCC2)C1CC1
8: N#Cc1c(N)sc2c1CCCCCC2

assay / compound	1	2	3	4	5	6	7	8
MEP2-GFP yeast	109	101	93	92	111	95	95	102
proCasp7 act	9	-3	4	11	6	4	-2	-20
LAP4 TOR yeast	105	90	99	104	86	100	97	107
AGP1 TOR yeast	110	102	96	106	109	96	100	108
procasp3 activ	8	1	7	8	9	8	1	-18
AHR activator	6	1	2	1	0	10	27	1
CIT2-GFP yeast	104	105	90	94	116	88	98	103
RPL19A-GFP yeast	111	104	96	97	107	99	100	106

9: Cc1cc(OC(F)F)ccc1NC(=O)Nc1ccc2c(c1)OCO2
10: O=C(Nc1nc2nc(-c3ccccc3)cc(=O)n2[nH]1)c1ccccc1
11: O=S(=O)(Nc1ccc(N2CCOCC2)nn1)c1ccccc1
12: CC1CCN(C(=O)CSc2nnc(CN3CCOCC3)n2-c2ccccc2)CC1
13: O=C(COC(=O)COc1ccccc1F)NC1CC1
14: O=S(=O)(NC1=NCCCCC1)c1cc(F)ccc1F
15: COc1ccccc1/C=C/CN1CCCC(CO)(CCc2ccccc2)C1 (configuration not stated)
16: COC(=O)C1(CCSC)NC(c2ccc(O)c(OC)c2)C2C(=O)N(c3ccc(C)cc3)C(=O)C21 (configuration not stated)

assay / compound	9	10	11	12	13	14	15	16
MEP2-GFP yeast	112	122	105	92	93	103	113	108
proCasp7 act	-18	9	7	-3	2	16	1	-6
LAP4 TOR yeast	94	107	101	93	86	96	105	103
AGP1 TOR yeast	97	113	103	98	95	100	101	105
procasp3 activ	-3	3	3	-6	0	0	0	2
AHR activator	66*	1	1	-2	-1	-1	4	-1
CIT2-GFP yeast	111	112	103	96	92	104	104	102
RPL19A-GFP yeast	100	108	97	93	96	102	106	102

17: O=C(O)COCC(=O)N1CCCN(c2ccc(C(F)(F)F)cn2)CC1
18: COCCN1C(=O)C(=O)/C(=C(/O)c2ccc(S(=O)(=O)N3CCOCC3)cc2)C1c1ccc(O)c(OC)c1 (configuration not stated)
19: O=C(O)c1ccccc1C(=O)OCc1c(-c2ccccc2)ncc2ccccc12
20: Cc1noc(C)c1S(=O)(=O)N1CCN(Cc2ccc3c(c2)OCO3)CC1
21: C=CCSC1=N/C(=C\c2sccc2C)C(=O)S1
22: Cn1c(SCc2nc3ccccc3s2)nnc1-c1cccs1
23: COc1ccc(-c2cc(C)no2)cc1S(=O)(=O)N1CCN(c2ccccc2F)CC1
24: COCn1c(-c2ccccc2)nc2ccccc21

assay / compound	17	18	19	20	21	22	23	24
MEP2-GFP yeast	109	103	85	99	102	103	100	109
proCasp7 act	nt	9	-5	4	4	-1	5	12
LAP4 TOR yeast	91	93	96	102	97	99	104	106
AGP1 TOR yeast	98	101	94	101	86	93	106	100
procasp3 activ	nt	1	-2	13	59*	6	10	9
AHR activator	nt	-1	4	2	2	16	2	9
CIT2-GFP yeast	98	104	90	93	109	91	100	103
RPL19A-GFP yeast	103	100	95	98	99	94	102	102

25: CC1=NN(c2nc3ccccc3s2)C(O)(C(F)(F)F)C1 (configuration not stated)
26: Cc1cc(S(=O)(=O)NCCc2ccccc2)ccc1-n1cnnn1
27: CCOc1ccccc1NC1=C(Cl)C(=O)N(c2ccccc2)C1=O
28: O=C(NC(=O)N1CCCC1)c1csnn1
29: O=C(NCc1ccccc1)C12CC3CC(CC(Cl)(C3)C1)C2
30: COc1ccc2c(COC(=O)CCS(=O)(=O)c3ccc(C)cc3)cc(=O)oc2c1
31: Cc1cccc(OCCn2nc(C(=O)O)c3ccccc3c2=O)c1
32: CCN(CC)CCCNC(=O)CNC(=O)c1nn(-c2ccc(OC)cc2)c(=O)c2ccccc12

assay / compound	25	26	27	28	29	30	31	32
MEP2-GFP yeast	95	94	110	91	91	102	92	104
proCasp7 act	6	4	-14	-4	2	-5	6	14
LAP4 TOR yeast	96	95	100	110	102	107	93	108
AGP1 TOR yeast	100	106	98	109	110	105	91	115
procasp3 activ	8	3	-15	-16	-6	-10	6	-3
AHR activator	9	-1	10	1	-3	0	1	1
CIT2-GFP yeast	101	105	96	102	101	99	92	107
RPL19A-GFP yeast	95	99	101	97	98	97	94	100

33: Cc1cc(NC(=O)CCSc2nc(-c3ccco3)cc(C(F)(F)F)n2)no1
34: O=[N+]([O-])CC1(n2nc3ccccc3n2)CCCCC1
35: CC1Oc2ccccc2N(CC(=O)NCCCN2CCOCC2)C1=O (configuration not stated)
36: O=C(Nc1ccc(NC(=O)c2cc([N+](=O)[O-])ccc2N2CCOCC2)cc1)c1cccs1
37: O=C1NC2(CCCCC2)N=C1c1ccc(Br)cc1
38: CC(C)(C)c1ccc(S(=O)(=O)NCC(=O)N2CCN(Cc3ccccc3)CC2)cc1
39: CCOC(=O)C1=C(CCc2ccccc2)NC(=O)NC1c1ccc(Br)cc1 (configuration not stated)
40: CC(Sc1nnc(-c2ccccc2F)n1C1CC1)C(=O)N1CCCC1 (configuration not stated)

assay / compound	33	34	35	36	37	38	39	40
MEP2-GFP yeast	101	101	102	102	102	101	100	100
proCasp7 act	4	0	4	-5	-9	2	-6	0
LAP4 TOR yeast	102	91	93	112	105	81	98	95
AGP1 TOR yeast	101	107	101	105	104	95	105	97
procasp3 activ	3	3	6	3	-7	11	4	2
AHR activator	0	3	-4	0	0	3	2	0
CIT2-GFP yeast	103	101	103	104	94	105	104	93
RPL19A-GFP yeast	96	101	101	102	97	108	98	95

41: N=C1C(c2nc3ccccc3s2)=C(O)CN1CCCO
42: COc1cc(OC)cc(C(=O)Nc2ccc3c(c2)n(C)c(=O)n3C)c1
43: CC(=O)Nc1cccc(NC(=O)c2cccc3cccnc23)c1
44: Cc1ccc(C)n1-c1ccc(C(=O)NCc2cccnc2)cc1
45: N#Cc1ccsc1NC(=O)CN1CCN(S(=O)(=O)c2ccccc2C(F)(F)F)CC1
46: Cc1cc(C2C(C#N)=C(N)OC3=C2C(=O)CC(C)(C)C3)c(C)s1 (configuration not stated)
47: O=C(Cn1ccc(C(F)(F)F)n1)NNC(=O)c1ccco1
48: O=C1c2ccccc2N2C(=O)c3ccccc3C2N1O (configuration not stated)

assay / compound	41	42	43	44	45	46	47	48
MEP2-GFP yeast	100	103	102	99	103	97	92	100
proCasp7 act	10	-2	-3	-2	-4	-2	5	4
LAP4 TOR yeast	95	90	102	98	91	96	88	94
AGP1 TOR yeast	99	95	103	99	99	96	96	101
procasp3 activ	12	-6	-10	-9	8	-1	-6	-4
AHR activator	26	38	124*	4	7	2	0	7
CIT2-GFP yeast	101	102	101	94	102	94	85	101
RPL19A-GFP yeast	98	101	104	103	103	96	91	99

49: CC1=CC(=C(C#N)C#N)c2ccccc2N1C
50: COc1ccc([N+](=O)[O-])cc1NC(=S)NC(NC(C)=O)C(Cl)(Cl)Cl (configuration not stated)
51: C=CCNC(=S)Nc1ccc(OC(F)F)c(Cl)c1
52: CCOc1ccc2nnnn2n1
53: NC(=O)c1ccccc1NC(=O)/C=C/c1ccccc1
54: CCN1C(=O)CC(N2CCN(c3ccc(C(=O)c4ccccc4)cc3)CC2)C1=O (configuration not stated)
55: COc1ccc(Nc2nc(Cl)nc(Nc3ccc(OC)cc3OC)n2)c(OC)c1
56: O=c1cc(-c2ccccc2Cl)oc2cccc(O)c12

assay / compound	49	50	51	52	53	54	55	56
MEP2-GFP yeast	102	108	97	121	97	101	88	97
proCasp7 act	-6	-10	-1	2	-6	10	-4	15
LAP4 TOR yeast	109	103	103	111	95	97	99	106
AGP1 TOR yeast	105	96	99	114	95	104	103	95
procasp3 activ	0	-18	5	6	3	4	1	7
AHR activator	-6	2	-1	-2	24	14	16	5
CIT2-GFP yeast	111	91	97	112	102	95	98	97
RPL19A-GFP yeast	100	93	97	96	101	100	98	103

57: Cc1cc(=O)[nH]c(SCC(=O)/C=C2\N(C)c3ccccc3C2(C)C)n1
58: NS(=O)(=O)c1ccc(OC(=O)CNC(=O)OCc2ccccc2)cc1
59: CNS(=O)(=O)c1cccc(C(=O)OCC(=O)N2CCCC2)c1
60: COc1ccc(NC(=O)CN(C)C(=O)CNC(=O)c2cccs2)cc1
61: c1cc2c(cc1CNc1ccc(N3CCOCC3)cc1)OCO2
62: O=c1oc2ccccc2c2[nH]ccc12
63: Cc1ncoc1C(=O)Nc1ccccc1C(N)=O
64: CCN(CC)S(=O)(=O)c1ccc(C(=O)OCC(=O)c2ccc3c(c2)NC(=O)CO3)cc1

assay / compound	57	58	59	60	61	62	63	64
MEP2-GFP yeast	104	110	115	97	104	93	104	103
proCasp7 act	1	-1	1	8	-14	10	-3	3
LAP4 TOR yeast	95	134	109	89	104	86	108	91
AGP1 TOR yeast	99	119	105	95	108	88	106	93
procasp3 activ	2	-4	6	-10	-7	4	1	-5
AHR activator	4	-2	-2	5	6	0	1	0
CIT2-GFP yeast	95	110	111	95	105	nt	109	101
RPL19A-GFP yeast	99	108	111	100	105	88	104	95

Gathered by group, the compounds so far with a Cl atom
3: COC(=O)COc1ccc(S(=O)(=O)NCc2ccco2)cc1Cl
6: O=S(=O)(c1ccc(Cl)cc1)N1CCCC1c1nc(-c2cccc(Cl)c2)no1 (configuration not stated)
27: CCOc1ccccc1NC1=C(Cl)C(=O)N(c2ccccc2)C1=O
29: O=C(NCc1ccccc1)C12CC3CC(CC(Cl)(C3)C1)C2
50: COc1ccc([N+](=O)[O-])cc1NC(=S)NC(NC(C)=O)C(Cl)(Cl)Cl (configuration not stated)
51: C=CCNC(=S)Nc1ccc(OC(F)F)c(Cl)c1
55: COc1ccc(Nc2nc(Cl)nc(Nc3ccc(OC)cc3OC)n2)c(OC)c1
56: O=c1cc(-c2ccccc2Cl)oc2cccc(O)c12

assay / compound	3	6	27	29	50	51	55	56
MEP2-GFP yeast	93	95	110	91	108	97	88	97
proCasp7 act	4	4	-14	2	-10	-1	-4	15
LAP4 TOR yeast	99	100	100	102	103	103	99	106
AGP1 TOR yeast	96	96	98	110	96	99	103	95
procasp3 activ	7	8	-15	-6	-18	5	1	7
AHR activator	2	10	10	-3	2	-1	16	5
CIT2-GFP yeast	90	88	96	101	91	97	98	97
RPL19A-GFP yeast	96	99	101	98	93	97	98	103

Compound activity as filed in PubChem BioAssay.
